High-throughput results from PubChem BioAssay.
DNA FID counter: fluorescent intercalator displacement, NS3 helicase counter-screen. AID 1845. 290,000 compounds, 0.17% hits. DNA fluorescent intercalator displacement, fluorescence. inhibition, % at 7.9 µM; in the data active = inhibition above about 37%;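 also: 0% = vehicle and 100% = reference compound; higher means more ethidium bromide displaced from hairpin DNA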
IDE act: activators of human insulin-degrading enzyme in cells | P14735 | HEK cells, FAbeta-B cleavage, fluorescence polarization; 0% vehicle, 100% cell-free pure enzyme wells | activation, % at 5.96 µM | 340,000 compounds, 0.073% hits;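 active = activation above the mean of all tested compounds plus 3 SD, set per screening campaign, cut at about 17% in these data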
Target sequence (P14735 whole entry, looked up): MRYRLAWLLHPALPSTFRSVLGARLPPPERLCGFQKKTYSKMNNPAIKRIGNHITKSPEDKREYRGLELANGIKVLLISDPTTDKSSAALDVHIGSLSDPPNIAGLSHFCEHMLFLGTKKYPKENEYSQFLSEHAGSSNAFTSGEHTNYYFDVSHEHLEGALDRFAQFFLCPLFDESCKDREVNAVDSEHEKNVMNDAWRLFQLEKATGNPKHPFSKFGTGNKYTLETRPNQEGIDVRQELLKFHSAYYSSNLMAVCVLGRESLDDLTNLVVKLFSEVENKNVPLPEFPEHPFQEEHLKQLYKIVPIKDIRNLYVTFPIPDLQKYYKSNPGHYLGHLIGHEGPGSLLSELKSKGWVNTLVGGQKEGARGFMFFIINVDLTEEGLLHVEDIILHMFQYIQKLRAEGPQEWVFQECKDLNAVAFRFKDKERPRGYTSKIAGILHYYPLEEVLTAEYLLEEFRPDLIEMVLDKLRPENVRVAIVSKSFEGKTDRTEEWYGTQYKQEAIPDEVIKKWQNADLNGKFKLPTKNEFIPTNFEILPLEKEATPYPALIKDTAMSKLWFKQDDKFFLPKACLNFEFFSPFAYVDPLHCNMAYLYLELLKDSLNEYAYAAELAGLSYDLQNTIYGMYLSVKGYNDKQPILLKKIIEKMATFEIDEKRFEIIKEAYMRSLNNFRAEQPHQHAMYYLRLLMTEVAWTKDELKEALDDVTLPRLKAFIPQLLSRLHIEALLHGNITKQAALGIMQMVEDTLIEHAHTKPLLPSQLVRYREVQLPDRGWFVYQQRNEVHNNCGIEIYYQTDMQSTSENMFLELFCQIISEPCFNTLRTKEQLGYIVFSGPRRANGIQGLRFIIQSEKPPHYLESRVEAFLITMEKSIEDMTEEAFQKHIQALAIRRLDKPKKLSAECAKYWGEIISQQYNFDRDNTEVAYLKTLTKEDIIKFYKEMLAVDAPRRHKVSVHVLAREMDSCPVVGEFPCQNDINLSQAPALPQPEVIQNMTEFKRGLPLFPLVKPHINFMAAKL
PHOSPHO1 block: PHOSPHO1 (human) inhibition; 290,000 compounds, 1.1% hits; AID 1565; recombinant PHOSPHO1, absorbance phosphatase assay; inhibition, % at 13.3 µM; in the data active = inhibition above about 60%
VIM-2 inhibitor: blocks Pseudomonas aeruginosa VIM-2 metallo-beta-lactamase; purified VIM-2, nitrocefin hydrolysis, epi-absorbance fluorescence; inhibition, % at 5.6 µM; 290,000 compounds, 0.89% hits; AID 1527;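 active = inhibition above the mean of all tested compounds plus 3 SD, cutoff set per screening run, cut at about 7.5% in these data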;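 also: red hydrolysis product quenches plate fluorescence so inhibitors raise well fluorescence; 0% = enzyme with DMSO and 100% = DMSO without enzyme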
HCV NS3 hel inh: inhibitors of Hepatitis C virus NS3 helicase; NS3 helicase DNA unwinding, Cy5 molecular beacon fluorescence; inhibition, % at 10.9 µM; 290,000 compounds, 0.56% hits; AID 1800;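 active = inhibition above the mean of all tested compounds plus 3 SD, set per campaign, cut at about 35% in these data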;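 also: 0% = DMSO wells and 100% = thioflavine S control wells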
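Material: hepatitis C virus NS3 helicase domain fragment enzyme; measured by: Cy5 fluorescence, 0 and 60 min reads; control set: DMSO and thioflavine S; incubation: 60 min unwinding reaction at 25 °C after ATP addition; read-out basis: % inhibition from 60/0 min fluorescence ratio, DMSO 0%, thioflavine S 100%; repeats: singlicate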
pCIP destab: lowers stability of the mouse p/CIP coactivator protein | decrease of EGFP signal, % at 10 µM | Q05BA5 | F442A p/CIP-EGFP cells, EGFP fluorescence, 16 h | 290,000 compounds, 0.01% hits;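 active = EGFP signal decrease of at least 30% at 10 µM or well 3 SD below plate mean, unless failing retest; inactive = the rest, including hits failing retest or dose response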; also: some compounds called inactive have numbers as strong as hits; many of its hits are not listed in these tables
MEKK3 PB1 HTS: raises or lowers MEK5 binding to the human MEKK3 PB1 domain; 290,000 compounds, 1.4% hits; bead-based flow cytometry, Alexa488-MEK5 binding to MEKK3; actives lie on both sides; 0 = blocked by unlabeled MEK5, 100 = vehicle; binding response (% of control), % at 10 µM; AID 1529;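 active = binding response more than 3 SD above or below the average of its plate-row segment, actives on both sides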;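 also: Alexa488 bead fluorescence after subtracting the streptavidin-only scavenger bead signal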
SUMO HTRF inh: blocks human SUMOylation mediated by UBC9; inhibition, % at 35 µM; HTRF SUMOylation assay, SAE1/SAE2 + UBC9, in vitro; 290,000 compounds, 0.36% hits; P63279; in the data active = inhibition above about 50%, passing the limit was not always enough; also: strong numbers were not always called active
IMP-1 inhibitor: inhibitors of Pseudomonas aeruginosa IMP-1 metallo-beta-lactamase; purified IMP-1, nitrocefin hydrolysis, epi-absorbance fluorescence; inhibition, % at 5.6 µM; 290,000 compounds, 0.45% hits; AID 1556;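 active = inhibition above the mean plus 3 SD of all compounds in the same screening run, cut at about 4.5% in these data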;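 also: 0% = IMP-1 with DMSO and 100% = DMSO wells lacking enzyme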
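Assay system: purified recombinant IMP-1 beta-lactamase. Input: IMP-1 0.2 nM before substrate addition. Buffer or medium: Zinc- and detergent-supplemented HEPES buffer, pH 7.1. Schedule: 25 °C, 15 min preincubation, 25 min reaction. Signal: Epi-absorbance fluorescence, 480 nm excitation, 530 nm emission. Evaluation: percent inhibition from optical density relative to buffer-blank wells.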
Numbers without * were called inactive; nt = not tested or not shown. An excerpt; the hit share may differ from the screen's.

SMILES	DNA FID counter	IDE act	PHOSPHO1 block	VIM-2 inhibitor	HCV NS3 hel inh	pCIP destab	MEKK3 PB1 HTS	SUMO HTRF inh	IMP-1 inhibitor
Fc1ccc(C(CNC(=S)NC2CCCCC2)N2CCOCC2)cc1 (stereo not given)	-7	7	53	-5.0	-4	-10	98	4	-2.9
Cc1cc(N2CC(C(=O)O)CC2=O)ccc1Br (stereo not given)	2	1	32	0.4	-6	0	106	-2	-1.4
CCCCn1c(SCC(=O)c2ccccc2)nc2ccsc2c1=O	1	-4	3	-4.2	5	-1	99	10	-3.8
Cn1/c(=N/N=C/c2ccc(Cl)c([N+](=O)[O-])c2)sc2ccccc21	2	-2	59	0.5	13	6	nt	-17	-1.4
Brc1ccc(-c2noc(COc3ccc4ccccc4c3)n2)o1	-13	2	-16	-5.2	9	-10	108	-5	-5.3
Cc1ccc(CSc2nnc(-c3ccc4c(c3)OCO4)o2)cc1	-5	3	-7	-2.2	4	-8	98	-1	-1.5
Cn1c(=O)cc(Nc2ccc(Cl)cc2)[nH]c1=O	-5	-1	24	-0.8	-14	-1	105	24	-2.4
COc1ccc(OC)c(NC(=O)CCCNC(=O)c2ccc(Cl)cc2)c1	-17	1	-21	1.5	-6	-1	99	3	-0.2
O=C(CCNS(=O)(=O)c1ccccc1C(F)(F)F)NCCCSc1ccccc1	-28	-1	29	-2.0	-11	-3	105	8	-2.0
Cc1ccc(NC(=O)CCCCCC2NC(=O)NC2C)cc1 (stereo not given)	-6	-13	-22	2.7	-6	-15	103	6	-0.2
COc1cc(C(=O)O)ccc1OC(C)=O	1	4	16	-1.7	-3	-2	92	26	-1.9
COc1ccc(CC(=O)Nc2ccc(S(=O)(=O)Nc3cc(C)on3)cc2)cc1	-18	-1	-12	-5.4	7	-3	105	11	0.6
CC(C(=O)Nc1cc([N+](=O)[O-])ccc1Cl)N1CCN(c2ccc(O)cc2)CC1 (stereo not given)	-1	7	-9	-1.6	4	-12	100	-6	-2.5
Cc1nnc(SCC(=O)NC2CCCCC2)n1C1CCCCC1	-18	0	2	-2.9	-1	4	103	8	-1.4
Cc1cccc(-c2noc(-c3ccccc3C(=O)NCc3ccco3)n2)c1	-13	1	3	-2.3	18	-5	100	-2	-2.2
CC1(C)C(c2ccc(Cl)cc2)=[N+]([O-])C2(CCCC/C2=N\O)N1O (stereo not given)	3	3	16	-0.2	2	1	89	4	-1.1
Cc1cccc(CN2CCC(Oc3ccc(C(=O)N4CCCC4)cc3)CC2)n1	-7	3	29	-2.5	-7	6	104	6	-0.2
COc1ccc(C(=O)O)cc1N1C(=O)Nc2ccccc2N1O	5	4	16	-0.2	4	-9	63	17	-2.5
COc1ccc(N2CCN(S(=O)(=O)CCNC(=O)Cc3ccc([N+](=O)[O-])cc3)CC2)cc1	-16	3	40	-3.4	-11	6	102	2	-1.3
CCOC(=O)N1CCC(N2CCN(S(=O)(=O)c3ccc4ccccc4c3)CC2)CC1	-21	1	25	-1.9	-13	-4	105	-4	-2.5
CCCCc1cc(=O)oc2c3c(cc(OCC(=O)N4CCC[C@H]4C(=O)O)c12)OC(C)(C)CC3	-30	1	34	16*	9	-6	106	36	-4.9
COC(=O)[C@H](Cc1ccccc1)NC(=O)N1CCCCCC1	-6	-2	27	0.6	-3	-9	102	-3	-0.3
CN(NC(=O)c1ccccc1F)c1nc(C(F)(F)F)nc2ccccc12	-6	2	2	0.0	14	-14	95	-12	0.6
COc1ccccc1OC(=O)Nc1ccc(Cl)cc1	-6	4	31	1.0	-2	-18	103	-4	-2.4
Cc1ccc(C(=O)O)cc1NC(=O)c1ccc2c(c1)C(=O)N(c1ccc([N+](=O)[O-])cc1)C2=O	-19	7	42	-0.4	4	4	105	4	0.1
O=C(CN1C2=NCCCN2c2ccccc21)c1ccc(Cl)cc1Cl	17	3	-11	-1.8	-67	-3	107	-6	0.1
NC(=O)COC(=O)c1cc(S(=O)(=O)N2CCOCC2)ccc1N1CCCCC1	-5	3	12	-0.5	6	1	104	8	0.5
CCOC(=O)/C(C(N)=NCc1ccco1)=C(/O)c1ccccc1	-17	3	-5	-3.2	-4	-6	97	-7	-3.2
Cc1ccc(-c2noc(CSc3nnc(Cc4ccccc4)n3-c3cccc(C)c3)n2)cc1	-26	6	-11	-4.9	-3	-6	101	-8	-0.4
C/C=C/c1ccc(OCC(=O)NCc2ccccc2OC)c(OC)c1	-29	8	4	0.7	-10	3	98	9	-1.9
CCN1CCN(Cc2c(C)[nH]c3ccc(OC)cc3c2=O)CC1	6	0	3	-3.2	5	8	nt	-2	-3.3
O=C(O)/C=C/c1ccc(O)c(O)c1	-10	0	-1	-2.5	15	-13	79	-22	0.3
COc1ccc(CC(=O)Nc2ccccc2N2CCCCC2)cc1OC	-33	nt	-10	-2.0	19	-19	101	10	-1.6
Cc1cc(C(=O)NC2CCCN(Cc3ccc(Cl)cc3)C2)c(C)o1 (stereo not given)	-1	4	43	-1.4	-23	15	98	2	-3.1
O=C(O)c1ccc2ncc(NC(=O)c3ccc(F)cc3)c(=O)n2c1	2	4	-1	-1.3	-9	-8	106	9	-2.8
COc1ccc(S(=O)(=O)NC2CCCC2)cc1Br	-6	3	-21	-1.0	-6	-6	102	0	-2.5
O=C(CN(Cc1ccco1)C(=O)CNS(=O)(=O)c1ccc(F)cc1)NCc1ccco1	-8	0	14	-3.9	-11	3	96	0	-3.9
COc1ccccc1N1CCN(CCCCOc2ccc(F)cc2)CC1	7	-2	6	-2.4	-16	-15	124*	12	-3.0
CCN(c1ccccc1)S(=O)(=O)c1cccc(C(=O)O)c1	-2	4	1	-4.7	-8	-6	89	2	-4.3
O=C(NCCC1=CCCCC1)C(=O)NCc1ccncc1	-3	-2	23	-2.9	-5	-9	103	28	-2.7
COc1cccc(NC(=O)c2nn(-c3ccc(OC)cc3OC)c(=O)c3ccccc23)c1	2	4	-3	-1.7	10	-1	102	6	-2.1
O=C(CN1C2CCCC1CC(NC(=O)C1CCCCC1)C2)NCc1ccc(F)cc1 (stereo not given)	4	3	20	1.9	1	4	95	-26	-1.2
Cc1[nH]c2c(C)cccc2c1CN1CCC(CO)(Cc2ccccc2)CC1	13	5	-7	-1.8	-24	6	107	-9	-2.5
O=C(NCC1CCCO1)C1CC(=O)N(c2ccc(F)c(Cl)c2)C1 (stereo not given)	1	0	-11	-3.6	-3	-14	99	2	-2.1
CN(C)c1cc(N/N=C/c2ccc(Cl)cc2)nc(N(C)C)n1	3	1	16	-1.1	-5	-11	114	nt	-1.4
CNC(=O)CSc1nnnn1-c1cc(C)ccc1C	0	1	-1	-2.7	5	-1	87	-1	-1.1
O=C(Nc1ccc(Cl)c(Cl)c1)Nc1ccc(Br)cc1F	0	2	-9	0.6	-4	-3	100	9	-1.9
O=C1NC2(CCCCC2)N=C1c1ccc(F)cc1	-2	-1	-4	1.5	-2	2	99	-12	0.7
COc1ccc(N2CC(C(=O)N3CCN(c4ccccc4)CC3)CC2=O)cc1 (stereo not given)	-38	1	23	-1.5	0	-8	100	-1	-2.3
CCCCNc1nc(-c2ccccc2)c(C(=O)OCC)cc1C#N	-22	-1	32	-0.7	-1	-12	103	0	-0.3
COc1ccc(S(=O)(=O)N2CCOC2CNC(=O)C(=O)NCc2cccnc2)cc1OC (stereo not given)	-17	5	28	-2.3	2	1	84	-15	-1.7
CC(=O)Nc1cccc(NC(=O)c2ccc(C(=O)Nc3cccc(NC(C)=O)c3)nc2)c1	-8	-1	19	1.7	1	-11	99	6	-1.6
CCOC(=O)N1CCN(C(=O)c2cc(COc3ccc(F)cc3F)on2)CC1	-34	4	23	-2.5	8	-15	105	4	-1.3
COc1ccc(S(=O)(=O)n2ccc(-c3cnc(-c4ccccc4)s3)n2)cc1	-10	-3	7	1.3	-17	-7	88	-7	-1.0
O=C(Nc1ccccn1)c1cccs1	1	5	-17	-5.0	-1	2	108	-4	-3.1
CCC(CC)c1nc2ccccc2c(=O)[nH]1	7	-6	14	-1.2	5	-27	94	12	-3.6
COc1ccc(-c2csc(NC(=S)NC(=O)c3ccc4ccccc4c3)n2)cc1OC	-4	1	29	-5.2	5	10	98	9	-2.0
Cc1nn2c(=O)c(NC(=O)c3ccc(F)cc3)cnc2s1	1	7	-11	-1.7	5	-2	103	-2	-2.3
COC(=O)N1CCN(c2ccc(OC)cc2)CC1	0	6	-6	-1.9	-1	4	103	-5	-2.8
CC(C)OCCCNc1ncc2c(n1)CC(c1ccc(N(C)C)cc1)CC2=O (stereo not given)	-8	3	47	-2.3	-4	-2	104	26	-3.4

Compound profiles (already shown):
Profile of COc1ccc(S(=O)(=O)N2CCOC2CNC(=O)C(=O)NCc2cccnc2)cc1OC (stereo not given) = DNA FID counter: -17; IDE act: 5; PHOSPHO1 block: 28; VIM-2 inhibitor: -2.3; HCV NS3 hel inh: 2; pCIP destab: 1; MEKK3 PB1 HTS: 84; SUMO HTRF inh: -15; IMP-1 inhibitor: -1.7
Profile of CC(C)OCCCNc1ncc2c(n1)CC(c1ccc(N(C)C)cc1)CC2=O (stereo not given) = DNA FID counter: -8; IDE act: 3; PHOSPHO1 block: 47; VIM-2 inhibitor: -2.3; HCV NS3 hel inh: -4; pCIP destab: -2; MEKK3 PB1 HTS: 104; SUMO HTRF inh: 26; IMP-1 inhibitor: -3.4
Profile of CCCCNc1nc(-c2ccccc2)c(C(=O)OCC)cc1C#N = DNA FID counter: -22; IDE act: -1; PHOSPHO1 block: 32; VIM-2 inhibitor: -0.7; HCV NS3 hel inh: -1; pCIP destab: -12; MEKK3 PB1 HTS: 103; SUMO HTRF inh: 0; IMP-1 inhibitor: -0.3

(cont.)
SMILES	DNA FID counter	IDE act	PHOSPHO1 block	VIM-2 inhibitor	HCV NS3 hel inh	pCIP destab	MEKK3 PB1 HTS	SUMO HTRF inh	IMP-1 inhibitor
O=C(C1CCCN(S(=O)(=O)c2cc(Cl)ccc2Cl)C1)N1CCCCCC1 (stereo not given)	-31	-1	17	-0.8	-10	14	101	-14	0.4
OC1(c2ccc(F)cc2)CCN(Cc2ccccc2)C1 (stereo not given)	12	0	5	-2.3	-1	-15	95	16	-3.9
COc1ccc(C(=O)c2sc(NC(C)C)nc2N)cc1OC	-7	-2	18	-0.6	-10	-1	103	11	-2.0
CCCCNc1ccc(C(CC(N)=O)NC(=O)c2ccccc2)cc1[N+](=O)[O-] (stereo not given)	nt	3	11	nt	nt	-7	93	14	nt
CCOc1cc(C(=O)NCC2CCCO2)cc(OCC)c1OCC (stereo not given)	-26	-1	4	-6.2	0	9	95	-8	-7.3
COc1ccc(Cc2nc3ccc(S(=O)(=O)N4CCOCC4)cc3[nH]2)cc1	0	7	14	-2.4	-10	-2	105	-10	-2.2
c1ccc(Oc2ncnc3sccc23)cc1	-4	9	-100	-0.9	-4	-4	100	6	-1.1
CCCCC(=O)Nc1nnc(-c2ccc(OC)cc2)s1	-6	3	11	-2.9	-2	-42	86	20	-3.1
CNc1nc(N)c(C(=O)Nc2cc(C)on2)s1	-2	4	9	-1.9	17	10	93	8	-3.0
CCN(Cc1ccccc1)C(=O)COC(=O)c1cc(=O)[nH]c2ccccc12	-28	6	6	-1.0	-10	11	100	16	-2.5
